CSN deneddyl inh: CSN deneddylation inhibition; Q92905; 0.38% of 360,000 active; Purified CSN, SCF-Nedd8-OG deneddylation, fluorescence polarization; inhibition, % at 12.5 µM; AID 651999;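 active = pattern-corrected inhibition above about 35%, with an unprinted fluorescence ratio check between 0.5 and 1.5, limit read from the data, passing the limit was not always enough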;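 note: 0% = enzyme with substrate and 100% = substrate without enzyme; some results filed as inactive read as strong as hits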
Target sequence (Q92905 whole entry, looked up, one chain of several): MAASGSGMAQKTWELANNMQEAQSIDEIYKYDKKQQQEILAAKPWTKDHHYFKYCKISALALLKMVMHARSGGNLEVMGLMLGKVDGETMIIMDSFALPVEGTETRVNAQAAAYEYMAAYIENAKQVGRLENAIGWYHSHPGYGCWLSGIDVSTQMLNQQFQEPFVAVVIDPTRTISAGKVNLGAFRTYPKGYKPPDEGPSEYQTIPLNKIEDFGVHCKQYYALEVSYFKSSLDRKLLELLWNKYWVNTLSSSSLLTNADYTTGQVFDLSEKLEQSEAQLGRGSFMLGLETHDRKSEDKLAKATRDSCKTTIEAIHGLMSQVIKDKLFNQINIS
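Assay system: HEK293T-derived human Csn5 enzyme; quantity: 0.24 nM enzyme; medium: Tris/NaCl/DTT buffer, pH 7.5; also added: substrate SCFSkp2-Nedd8OG, 10 nM; doses: 12.5 µM compound; schedule: 90 min reaction at room temperature; signal: FP; read-out: % inhibition of substrate cleavage by Csn5; benchmarks: substrate-only high control, full reaction low control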
Rin1 Abl inh: human Rin1-Abl interaction inhibition | TR-FRET Rin1/Abl binding, biochemical | AID 588664 | 0.4% of 360,000 active | inhibition, % at 7.35 µM; in the data active = inhibition above about 5%, passing the limit was not always enough
FAS-TE inh: inhibitors of human fatty acid synthase thioesterase domain; P49327; inhibition, % at 15 µM; recombinant FAS-TE, OMFH fluorogenic substrate, fluorescence endpoint; 0.67% of 360,000 active;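 active = compounds whose normalised, plate-corrected inhibition of enzyme fluorescence in the single-dose primary screen is 50% or more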;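 note: 0% = DMSO with enzyme and 100% = substrate without enzyme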
Rpn11 block: inhibitors of human proteasome Rpn11; human 26S proteasome, Ub4-pepOG fluorescence polarization; 20S core pre-blocked with epoxomicin; calls only at 20 µM; 0.59% of 360,000 active;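 active = inhibition at 20 µM, scaled to each plate's controls, above about 33%, limit read from the data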
Neddylation inh: blocks human cullin neddylation; P61081+Q13564; TR-FRET cullin neddylation, biochemical; calls only at 25 µM; 0.58% of 360,000 active; in the data active = inhibition above about 36%
Target sequence (P61081 whole entry, looked up): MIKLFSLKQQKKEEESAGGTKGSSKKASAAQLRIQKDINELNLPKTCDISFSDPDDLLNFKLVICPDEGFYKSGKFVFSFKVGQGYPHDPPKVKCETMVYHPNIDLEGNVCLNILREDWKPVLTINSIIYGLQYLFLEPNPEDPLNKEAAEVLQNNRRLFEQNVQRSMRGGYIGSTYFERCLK
Target sequence (Q13564 whole entry, looked up): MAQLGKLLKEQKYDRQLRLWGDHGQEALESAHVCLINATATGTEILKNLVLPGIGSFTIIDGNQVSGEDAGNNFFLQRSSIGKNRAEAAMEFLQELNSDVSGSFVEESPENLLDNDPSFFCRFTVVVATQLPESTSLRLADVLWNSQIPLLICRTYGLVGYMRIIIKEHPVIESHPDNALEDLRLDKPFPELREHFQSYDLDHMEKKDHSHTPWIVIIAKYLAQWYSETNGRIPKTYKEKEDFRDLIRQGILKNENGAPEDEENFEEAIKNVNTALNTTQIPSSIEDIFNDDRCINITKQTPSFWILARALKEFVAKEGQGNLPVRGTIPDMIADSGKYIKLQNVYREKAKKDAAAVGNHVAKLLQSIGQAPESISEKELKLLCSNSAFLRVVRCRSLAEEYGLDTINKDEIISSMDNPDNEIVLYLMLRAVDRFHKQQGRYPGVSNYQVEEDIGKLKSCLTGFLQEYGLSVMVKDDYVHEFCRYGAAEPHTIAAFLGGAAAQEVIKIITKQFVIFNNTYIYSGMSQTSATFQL
MLLE-PAM2 inh: blocks PAM2 peptide binding to the PABP1 MLLE domain | GST-MLLE / FITC-PAM2 fluorescence polarization | inhibition, % at 20 µM | 0.36% of 360,000 active | AID 588489; in the data active = inhibition above about 35%, passing the limit was not always enough;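 note: plate controls were DMSO wells with GST-MLLE for no effect and wells lacking GST-MLLE protein for full effect; some results filed as inactive read as strong as hits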
MT1-MMP act inh: inhibitors of human MT1-MMP activation. AID 651647. HT1080 RFP-PRO-GFP cells, GFP/RFP ratio fluorescence, overnight; percent of plate control window, DMSO zero. 0.061% of 360,000 active. GFP/RFP ratio change, % at 20 µM;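 active = GFP/RFP ratio change of at least 30% with cell ATP level not reduced by more than half and red fluorescence within 50% of control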; note: strong numbers were not always called active
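Assay system: HT1080 RFP-PRO-GFP cells. Benchmarks: DMSO vehicle wells and RFP-L50D-GFP reporter cell wells. Times: overnight cell settling, then overnight compound exposure, 37 °C, 5% CO2. Compound: 20 µM single dose, 1% DMSO. Read-out basis: GFP/RFP fluorescence ratio.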
SKN-1 block: blocks SKN-1 activity in C. elegans. C. elegans VP596 Pgst-4::GFP/RFP ratio, acrylamide-induced, 24 h. inhibition, % at 21.8 µM. 0.49% of 360,000 active. AID 624304;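 active = interference check ratio from 0.5 to 1.5 plus GFP to RFP signal ratio inhibition reaching or exceeding a fixed threshold, cut at about 30% in these data, passing the limit was not always enough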; note: some compounds called inactive have numbers as strong as hits
NadD block: blocks S. aureus nicotinate mononucleotide adenylyltransferase | AID 602399 | purified NadD enzyme, colorimetric absorbance read-out | inhibition, % at 20 µM | 0.78% of 360,000 active; in the data active = inhibition above about 26%; note: some compounds past the cut are filed as inactive
Numbers without * were called inactive; i = inactive; / = not tested or not shown; + = active, no number. Not a hit list (roughly 3.9% active in at least one column).

SMILES	CSN deneddyl inh	Rin1 Abl inh	FAS-TE inh	Rpn11 block	Neddylation inh	MLLE-PAM2 inh	MT1-MMP act inh	SKN-1 block	NadD block
CC(C)C1Cc2c(sc3ncnc(NN)c23)CO1 (configuration not stated)	2	-2	-8	i	i	-16	0	6	3
Cc1c(C(=O)Nc2c(C)n(C)n(-c3ccccc3)c2=O)oc2ccccc12	-3	2	-9	i	i	5	-5	-7	2
O=c1c2ccccc2nc(SCc2cc(F)ccc2F)n1C1CCCC1	2	2	18	i	i	-9	13	8	5
Cc1ccc(CC(=O)Nc2ccc(S(=O)(=O)Nc3ncccn3)cc2)cc1	1	-4	-5	i	i	7	2	11	-4
CC(C)c1ccc(NC(=O)C2CCN(S(=O)(=O)c3ccc4c(c3)C(C)(C)C(=O)N4C)CC2)cc1	-2	-1	13	i	i	17	-2	6	0
N#C/C(=C\c1cccc(Oc2ccccc2)c1)C(=O)N1CCOCC1	3	0	26	i	i	2	-3	-14	-3
CCOc1ccc(C(C)=O)cc1COC(=O)c1cccnc1SC	6	5	6	i	i	-51	-4	-11	-1
COc1cc2c(cc1NC(=O)c1cccnc1)oc1ccccc12	-4	0	9	i	i	2	2	15	7
COc1cc(S(=O)(=O)N2CCN(c3ccc(F)cc3)CC2)ccc1Cl	5	-4	36	i	i	-3	2	1	-7
C(=C\c1ccccc1)/CN1CCN(c2ncnc3c2oc2ccccc23)CC1	10	4	17	i	i	1	6	-13	-2
CC(NC(=S)Nc1ccccc1OC(F)F)C(C)(C)C (configuration not stated)	-18	1	-4	i	i	9	-7	0	-5
CN(C)c1nc(C(F)(F)F)cc(=O)[nH]1	3	-3	-10	i	i	-4	-2	-8	-5
Cc1ccc(NC2CC(=O)N(c3ccc(C)cc3)C2=O)cc1 (configuration not stated)	0	-4	-4	i	i	15	2	9	-1
O=C(NC(=S)NNC(=O)c1ccccc1O)c1ccccc1	0	1	-4	i	i	8	4	-1	-5
COc1ccc(/C=N/Nc2nc3ccccc3c(=O)n2-c2ccccc2)cc1OC	1	-2	10	i	i	-12	1	2	-1
Cc1nc(-c2ccc(F)cc2)c(CC(=O)N(C)CC(=O)Nc2ccc(F)cc2)s1	-3	0	-2	i	i	3	-3	-6	5
O=C(N/N=C/c1coc2ccccc2c1=O)c1ccc(Cl)cc1	-3	0	18	i	i	-17	-5	-13	-1
CC(C)C[C@H](NC(=O)c1nc[nH]c1C(=O)NCc1ccc(CNC(=O)OC(C)(C)C)cc1)C(=O)OC(C)(C)C	-3	0	18	i	i	2	-2	-1	11
COc1ccc(CN(C)c2ccc(S(=O)(=O)N3CCN(C)CC3)cc2[N+](=O)[O-])cc1OC	-4	-5	-3	i	i	7	15	-12	-1
COc1ccccc1C(=O)NC1CCN(C(=S)NCCc2ccccc2)CC1	2	1	1	i	i	-116	0	1	-1
O=C(Nc1nc2ccc([N+](=O)[O-])cc2s1)c1ccncc1	3	-3	9	i	i	-8	0	-3	1
CCOc1ccc(-c2nc3ccccc3c(=O)o2)cc1	-7	0	7	i	i	2	-2	7	-4
COc1ccccc1CNS(=O)(=O)c1c(C)cc(C)cc1C	-4	-2	8	i	i	2	-2	15	-8
COc1ccc2c(c1)CCC1=C2NC(=S)NC1c1ccc(N(C)C)cc1 (configuration not stated)	1	0	14	i	i	-63	-3	17	21
CN(CC(CC(=O)Nc1nncs1)c1ccccc1)S(=O)(=O)c1ccc(Br)cc1 (configuration not stated)	-1	0	20	i	i	-3	2	12	6

More structures
SMILES	CSN deneddyl inh	Rin1 Abl inh	FAS-TE inh	Rpn11 block	Neddylation inh	MLLE-PAM2 inh	MT1-MMP act inh	SKN-1 block	NadD block
CCNC(=S)N(CCCN(CC)CC)Cc1cc2cc3c(cc2[nH]c1=O)OCO3	-1	0	-5	i	i	-74	-4	-1	-3
COC(=O)/C(C(C)=O)=C(/C=C/C=C/N(C)C)N(C)C	1	0	-8	i	i	19	-3	7	4
COC(=O)c1cc(C)nc2c1c(C)nn2-c1ccccc1	1	0	14	i	i	2	-3	17	-14
CCOc1ccccc1OCCCC(=O)Nc1ccc(S(=O)(=O)Nc2cc(C)nc(C)n2)cc1	1	0	-8	i	i	-66	-5	6	-3
CCN(CC)CCNC(=O)c1cn(CC)c2cc(N3CCN(C)CC3)c(F)cc2c1=O	-4	1	-4	i	+	-12	4	2	-1
Cc1c(CCC(=O)O)c(=O)oc2c(C)c3occ(-c4ccc(Br)cc4)c3cc12	39*	2	27	i	i	-14	15	-11	19
COc1ccc(CN2C(=O)C3C4C=CC(C4)C3C2=O)cc1 (configuration not stated)	-4	-1	-8	i	i	-5	7	-2	-3
CC(=O)Nc1ccc(OC/C=C(\C)Cl)cc1	1	-1	-5	i	i	-2	-24	0	9
Cc1cc(C)cc(C(=O)Nc2cc3c4c(c2)CC(=O)N4CCC3)c1	-1	-2	-5	i	i	-3	0	24	5
CCN1C(=O)c2ccc(C(=O)Nc3nccs3)cc2C1=O	2	-2	-8	i	i	-9	-7	-2	10
C[C@H]1CN([C@@H](C)CO)C(=O)c2cc(/C=C/c3ccccc3)cnc2O[C@H]1CN(C)C(=O)c1cccc(F)c1	0	-3	-4	i	/	-18	6	7	3
CSc1ccc(C(=O)C2CCCN(C(=O)CCc3c(C)nn(C)c3C)C2)cc1 (configuration not stated)	0	-3	-12	i	i	12	4	11	-4
CC1CCCCN1CCCNC(=O)CN1C(=O)c2cccnc2Oc2ccccc21 (configuration not stated)	-4	2	-6	i	i	-8	-2	16	-6
CCOc1ccc(CCNC(=O)COC(=O)c2ccc3c(c2)OCCO3)cc1OCC	-4	1	0	i	i	-1	1	-7	-5
CCOC(CNC(=O)C(=O)NCC(c1ccco1)N1CCN(c2ccc(OC)cc2)CC1)OCC (configuration not stated)	5	-2	-4	i	i	-6	2	6	3
CC1(C)CC(=O)C=C(NCC(=O)O)C1	-3	4	-12	i	i	-5	2	10	3
CC(C(=O)Nc1ccc(S(=O)(=O)N2CCCC2)cc1)N(C)Cc1ccc(F)cc1 (configuration not stated)	6	3	16	i	i	-3	-6	-2	-5
CSCC[C@H](NC(=O)[C@H]1N2C(=O)c3ccccc3C2SC1(C)C)C(=O)NCc1ccncc1 (some centres not stated)	-1	0	-5	i	i	19	1	13	-8
Cc1ccc(NC(=O)CN2C(=O)NC3(CCC(C)CC3)C2=O)c(Cl)c1 (configuration not stated)	3	-1	-3	i	i	-10	0	2	-2
O=[n+]1cc(-c2ccc(Br)cc2)n([O-])c2c1CCC2	-4	2	-14	i	i	-9	2	-6	-3
CC(C)C[C@@H]1COc2cccc(N3CCN(Cc4ccccc4F)CC3)c2S(=O)(=O)N1	-4	/	14	/	i	/	7	-3	-1
CN(C)c1ccc(/C=C/c2nc3ccccc3s2)cc1	18	-4	15	+	i	-113	-64	27	4
COc1ccc(NC(=O)C(=O)NCCC2=CCCCC2)c(OC)c1	1	-2	5	i	i	-1	2	4	-2
Cc1cc(C)n(CC(=O)N2c3ccccc3Sc3ccc(C(F)(F)F)cc32)n1	3	-1	25	i	i	-10	-6	-7	2
Cn1cccc1/C=N/NC(=O)c1ccc(OC(F)(F)C(F)F)cc1	0	-3	-2	i	i	-1	0	8	-5

Two of these compounds in another layout:
CSCC[C@H](NC(=O)[C@H]1N2C(=O)c3ccccc3C2SC1(C)C)C(=O)NCc1ccncc1 (some centres not stated)
  CSN deneddyl inh: -1
  Rin1 Abl inh: 0
  FAS-TE inh: -5
  Rpn11 block: i
  Neddylation inh: i
  MLLE-PAM2 inh: 19
  MT1-MMP act inh: 1
  SKN-1 block: 13
  NadD block: -8
Cc1ccc(NC(=O)CN2C(=O)NC3(CCC(C)CC3)C2=O)c(Cl)c1 (configuration not stated)
  CSN deneddyl inh: 3
  Rin1 Abl inh: -1
  FAS-TE inh: -3
  Rpn11 block: i
  Neddylation inh: i
  MLLE-PAM2 inh: -10
  MT1-MMP act inh: 0
  SKN-1 block: 2
  NadD block: -2

New compounds follow
SMILES	CSN deneddyl inh	Rin1 Abl inh	FAS-TE inh	Rpn11 block	Neddylation inh	MLLE-PAM2 inh	MT1-MMP act inh	SKN-1 block	NadD block
N#C/C(=C\C=C\c1ccccc1[N+](=O)[O-])C(=O)NC1CCCCC1	7	1	-135	i	i	4	-47	-2	-9
CC(C)(C)OC(=O)[C@H](Cc1ccccc1)NC(=O)c1nc[nH]c1C(=O)N[C@@H](Cc1ccccc1)C(=O)OC(C)(C)C	2	2	13	i	i	-1	-17	9	4
COc1ccc2c(C)cc3n[nH]c(=S)n3c2c1	-2	0	0	i	/	-7	-9	18	3
COc1cc2[nH]c(=O)c(C(=O)NCc3ccc(C)cc3)c(O)c2cc1OC	2	0	-5	i	i	11	0	1	9
O=C(NCCN=C1NS(=O)(=O)c2ccccc21)c1ccc(S(=O)(=O)N2CCOCC2)cc1	1	2	-4	i	i	12	1	22	1
CCCNC(=O)c1onc(CSc2ccc(F)cc2)c1C(=O)NC(C)C	-3	8	-14	i	i	1	9	0	-7
Cc1cccc(C)c1NC(=O)COC(=O)/C=C/c1ccc(S(=O)(=O)N2CCOCC2)cc1	4	0	-6	i	i	4	-2	-1	-2
CC(C)(C)n1nc2c(c1NC(=O)c1cc([N+](=O)[O-])ccc1Cl)CS(=O)(=O)C2	2	-1	2	i	i	13	-4	17	2
CCN(CC)c1ccc(S(=O)(=O)N2CCOCC2)cc1NC(=O)CSc1nncs1	0	-1	-4	i	i	-3	0	0	0
Cc1cccc(OCC(=O)N(Cc2ccc(C)o2)C2CCS(=O)(=O)C2)c1 (configuration not stated)	2	-1	-5	i	i	-7	-2	6	-5
O=C(Nc1nccs1)c1ccc([N+](=O)[O-])cc1	0	-1	-1	i	i	3	1	4	-7
CCN(Cc1ccncc1)C(=O)CSc1ccc2ccccc2c1	3	-4	0	i	i	17	-4	15	2
Cc1cc(C)nc(N2CCN(C(=O)CCC(=O)Nc3nnc(C(C)C)s3)CC2)n1	4	4	-6	i	i	5	8	14	1
COc1cc(NC(=O)c2ccccc2)cc(OC)c1	7	-4	-2	i	i	6	1	-12	-2
CCn1c(O)c(N=NC(=O)c2cccnc2)c2cc(Br)ccc21	1	-1	-1	i	i	-7	-2	-20	-1
O=C(NCc1cccnc1)c1cccnc1Sc1ccc(Cl)cc1	5	1	-5	i	i	-3	-2	-2	-1
COc1ccc(N2CCN(C(=O)c3ccc(NS(=O)(=O)c4ccc(F)c(F)c4)cc3)CC2)cc1	5	-6	-5	i	i	-14	-4	7	4
O=C(Cn1nc(-c2ccccc2F)ccc1=O)NCc1ccc2c(c1)OCO2	1	0	2	i	i	-2	2	9	-5
O=C(NC1CCN(Cc2ccccc2)C1)c1cc(COc2ccc(F)cc2F)on1 (configuration not stated)	6	-1	4	i	i	-10	2	-1	-1
O=C(CCn1nc(-c2ccc(Cl)cc2)ccc1=O)N1CCOCC1	1	-5	2	i	i	5	-4	4	6
CC(=O)N1CCc2c(sc(NC(=O)C3CC3)c2-c2nc3ccccc3s2)C1	44*	-3	3	/	i	-33	-19	24	3
CCC/C=C/c1ccc(CN2C(C(C)C)C(=O)N(Cc3cn(Cc4ccco4)nn3)CCS2(=O)=O)cc1 (configuration not stated)	9	1	15	i	i	-15	2	7	6
O=C(CSc1nc(Cc2ccccc2)nc2ccccc12)Nc1ccc2c(c1)OCCO2	1	0	20	i	i	38*	-8	2	-1
Cc1ccccc1-n1c(=O)cc(N2CCN(Cc3ccccc3)CC2)[nH]c1=O	-1	2	-4	i	i	12	4	4	3

Assay outcomes: PubChem, several laboratories
